Screening results: PubChem BioAssay, The Scripps Research Institute Molecular Screening Center
Fh CTSL1 inh = cathepsin L1 inhibition, PFM18AAP counter-screen | recombinant F. hepatica cathepsin L1, Z-Leu-Arg-MCA fluorescence | inhibition, % at 5.96 µM | 0.49% of 300,000 active;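 active = inhibition above the mean of all tested compounds plus 3 SD, set per screening campaign, cut at about 17% in these data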;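 note: 0% = plate median of test compound wells and 100% = 1 µM Z-Phe-Ala-diazomethylketone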
procasp7 counter = counter-screen for procaspase-3 activators: activators of human procaspase-7; P55210; AID 463210; activation, % at 8.5 µM; 0.093% of 330,000 active; recombinant procaspase-7, Ac-DEVD-pNA absorbance 405 nm; D23A/D198A/D206A triple mutant, cannot self-cleave; scale: DMSO 0, 5 µM enzyme 100;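 active = percent activation above the screen-wide mean plus 3 SD, cut at about 25% in these data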
Target sequence (P55210 whole entry D23A/D198A/D206A): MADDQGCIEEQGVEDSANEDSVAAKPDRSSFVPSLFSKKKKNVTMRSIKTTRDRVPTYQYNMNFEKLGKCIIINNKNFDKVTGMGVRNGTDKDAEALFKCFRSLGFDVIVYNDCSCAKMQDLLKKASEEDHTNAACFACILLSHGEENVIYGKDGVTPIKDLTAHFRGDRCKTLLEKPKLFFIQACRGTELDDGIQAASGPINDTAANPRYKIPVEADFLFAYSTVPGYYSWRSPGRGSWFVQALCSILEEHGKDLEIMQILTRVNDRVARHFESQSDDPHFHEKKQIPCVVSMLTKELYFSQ
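Assay system – Uncleavable procaspase-7 mutant enzyme · Quantity – 2 µM procaspase-7 mutant as dispensed · Times – 1 h preincubation, 2 h reaction · Dosing – single nominal 8.5 µM compound dose, 0.8% DMSO final · Buffer or medium – Zinc-free 50 mM HEPES buffer, pH 7.4, with NaCl and Triton X-100 · Detection – Epi-absorbance of released pNA at 405 nm, two timepoints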
procasp3 activ = activators of human procaspase-3 | P42574 | recombinant procaspase-3 D3A, Ac-DEVD-pNA absorbance 405 nm | activation, % at 8.5 µM | 0.11% of 330,000 active | AID 463141;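 active = activation above the mean of all tested compounds plus 3 SD, cut at about 21% in these data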;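 note: 0% = DMSO alone and 100% = DMSO wells spiked with extra 5 µM PC-3 D3A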
Target sequence (P42574 whole entry D9A/D28A/D175A): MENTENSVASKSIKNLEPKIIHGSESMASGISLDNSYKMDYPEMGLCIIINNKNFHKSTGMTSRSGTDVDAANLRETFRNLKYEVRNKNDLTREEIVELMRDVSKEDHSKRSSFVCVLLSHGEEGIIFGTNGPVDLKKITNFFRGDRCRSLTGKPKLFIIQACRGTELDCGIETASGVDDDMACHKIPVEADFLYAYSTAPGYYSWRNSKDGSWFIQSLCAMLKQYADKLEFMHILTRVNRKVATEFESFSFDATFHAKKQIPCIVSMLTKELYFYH
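Assay system: Procaspase-3 D3A mutant, all three cleavage aspartates alanine. Buffer or medium: Zinc-free HEPES saline buffer with Triton X-100. Times: 1 h compound preincubation, 2 h substrate hydrolysis at 25 °C. Measured by: 405 nm absorbance of p-nitroaniline, reads at 0 and 120 min. Read-out basis: percent activation relative to control range. Replicates: singlicate.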
PAFAH2 inh = inhibitors of human PAFAH2 | Q99487 | recombinant PAFAH2, FP-rhodamine activity probe, fluorescence polarization | inhibition, % at 3.39 µM | 0.99% of 340,000 active;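 active = inhibition above the mean over all tested compounds plus 3 SD, cut at about 30% in these data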;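 note: inhibitors block probe labeling of enzyme so polarization drops; 0% = enzyme with DMSO and 100% = wells lacking PAFAH2 protein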
core dimer inh = HCV core protein dimerization inhibition. TR-FRET GST/Flag-core106 dimerization, 1536-well. inhibition, % at 5 µM. 0.33% of 300,000 active;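 active = inhibition above the mean of all tested compounds plus 3 SD, set per screening campaign, cut at about 45% in these data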
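Material: Tagged HCV core106 pair (GST and Flag) | Amount: GST-core106 13.5 nM, Flag-core106 17 nM | Medium: KF-containing HEPES buffer, pH 7.45, DTT, CHAPS, BSA | Reagent: Eu donor and XL665 acceptor anti-tag antibodies | Schedule: 4 h at 22.5 °C | Technique: Time-resolved FRET, ex 340 nm, em 617 and 671 nm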
PP1 counter = PP1-alpha (human) inhibition in PP5 counter-screen. P62136. purified PP1alpha, OMFP fluorescence. inhibition, % at 6.7 µM. 0.9% of 320,000 active. AID 2235;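 active = inhibition above the mean inhibition of all tested compounds plus 3 SD, computed separately for each screening campaign, cut at about 15% in these data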
PP5 primary = blocks human protein phosphatase 5 activity; 0.18% of 320,000 active; purified PP5c, OMFP substrate fluorescence; inhibition, % at 6.7 µM; P53041;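 active = inhibition above the campaign's mean inhibition across all tested compounds plus 3 SD, cut at about 9.5% in these data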;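 note: 0% = DMSO only and 100% = 100 µM cantharidin control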
Target sequence (P53041 whole entry, looked up): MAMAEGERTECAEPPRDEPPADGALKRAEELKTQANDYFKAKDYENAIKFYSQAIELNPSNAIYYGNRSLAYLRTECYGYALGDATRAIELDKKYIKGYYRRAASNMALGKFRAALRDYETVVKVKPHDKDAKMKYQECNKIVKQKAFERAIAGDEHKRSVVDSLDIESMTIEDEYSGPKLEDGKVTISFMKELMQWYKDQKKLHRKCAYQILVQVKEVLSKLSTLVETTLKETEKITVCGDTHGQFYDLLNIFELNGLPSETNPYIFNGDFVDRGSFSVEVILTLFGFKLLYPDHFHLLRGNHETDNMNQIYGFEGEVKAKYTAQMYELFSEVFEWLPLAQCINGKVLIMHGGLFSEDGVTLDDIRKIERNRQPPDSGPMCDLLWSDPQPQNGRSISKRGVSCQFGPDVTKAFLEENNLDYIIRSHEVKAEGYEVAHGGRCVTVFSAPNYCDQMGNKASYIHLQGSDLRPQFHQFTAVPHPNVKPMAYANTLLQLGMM
AHR act = activators of human aryl hydrocarbon receptor. P35869. AHR-responsive luciferase reporter cells, luminescence. activation, % at 5 µM. 2.5% of 320,000 active; in the data active = activation above about 47%;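 note: 0% = vehicle wells and 100% = reference agonist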
TPT1 inh = inhibitors of Candida albicans tRNA 2'-phosphotransferase TPT1 | inhibition, % at 5 µM | recombinant caTPT1, FP RNA substrate dephosphorylation | AID 1962 | 0.81% of 300,000 active;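 active = inhibition above the mean of all tested compounds plus 3 SD, set per screening campaign, cut at about 24% in these data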;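 note: plate controls were DMSO alone for no effect and ferristatin control at 100 nM for full effect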
Active calls of the source: *.

What do the screens show for `CCN(CC)CCCN1C=C2C(=O)C(C)(OC(=O)CCc3ccccc3)C(=O)C=C2C=C1c1ccc(C#N)cc1` (stereo not drawn)?
Fh CTSL1 inh: 1; procasp7 counter: 3; procasp3 activ: 5; PAFAH2 inh: 6; core dimer inh: 28; PP1 counter: 4; PP5 primary: 2.4; AHR act: 1; TPT1 inh: 0

Results for Cn1c(-c2ccccc2)c(/C=N/NC(=O)c2cccnc2)c2ccccc21 ?
Fh CTSL1 inh: 5; procasp7 counter: 2; procasp3 activ: -4; PAFAH2 inh: 0; core dimer inh: -4; PP1 counter: 4; PP5 primary: 3.5; AHR act: 59*; TPT1 inh: -2

How did Cc1nn(C(C)C(=O)NCCN2CCCCCC2)c(=O)c2nn(-c3ccccc3)c(C)c12 (stereo not drawn) do in these assays?
Fh CTSL1 inh: 1; procasp7 counter: 2; procasp3 activ: 2; PAFAH2 inh: -7; core dimer inh: -2; PP1 counter: -3; PP5 primary: 1.7; AHR act: 0; TPT1 inh: 1

How did Cc1oc(-c2ccccc2)[n+]([O-])c1C do in these assays?
Fh CTSL1 inh: -1; procasp7 counter: 7; procasp3 activ: 5; PAFAH2 inh: 13; core dimer inh: -7; PP1 counter: 1; PP5 primary: 2.8; AHR act: -3; TPT1 inh: -1

How did Cc1csc2nc(CSc3ccc(Cl)cc3)cn12 do in these assays?
Fh CTSL1 inh: -4; procasp7 counter: -2; procasp3 activ: -2; PAFAH2 inh: 5; core dimer inh: 6; PP1 counter: -4; PP5 primary: 3.8; AHR act: -2; TPT1 inh: 0

What do the screens show for `COC(=O)CS(=O)(=O)c1ccsc1C(=O)Nc1ccc(F)c(F)c1`?
Fh CTSL1 inh: -4; procasp7 counter: 2; procasp3 activ: -5; PAFAH2 inh: 1; core dimer inh: 2; PP1 counter: -2; PP5 primary: 0.1; AHR act: 0; TPT1 inh: -4

What do the screens show for `O=[N+]([O-])c1ccc(C(O)C[n+]2ccccc2)cc1` (stereo not drawn)?
Fh CTSL1 inh: -3; procasp7 counter: -3; procasp3 activ: 2; PAFAH2 inh: 1; core dimer inh: 3; PP1 counter: -3; PP5 primary: 1.2; AHR act: -2; TPT1 inh: -2

Results for Cc1c(S(=O)(=O)Nc2cccc(Cl)c2)c(=O)n(C)c(=O)n1C ?
Fh CTSL1 inh: -3; procasp7 counter: -3; procasp3 activ: 9; PAFAH2 inh: 3; core dimer inh: -4; PP1 counter: -4; PP5 primary: -1.1; AHR act: -2; TPT1 inh: 3

Results for O=[N+]([O-])c1cc([N+](=O)[O-])c(Oc2cc(Cl)ccc2Cl)cc1NC1CCCCCCC1 ?
Fh CTSL1 inh: -1; procasp7 counter: -5; procasp3 activ: 0; PAFAH2 inh: -3; core dimer inh: 9; PP1 counter: 6; PP5 primary: 3.4; AHR act: 2; TPT1 inh: -2

What do the screens show for `Cc1csc(-c2cnn(-c3ccccc3)c2NC(=O)c2cccc(F)c2)n1`?
Fh CTSL1 inh: 2; procasp7 counter: 5; procasp3 activ: -2; PAFAH2 inh: 3; core dimer inh: 3; PP1 counter: -3; PP5 primary: 2.1; AHR act: 20; TPT1 inh: 2

Results for O=S(=O)(NCC(c1cccnc1)N1CCN(c2ccccc2)CC1)c1cc(F)ccc1F (stereo not drawn) ?
Fh CTSL1 inh: 8; procasp7 counter: 7; procasp3 activ: 5; PAFAH2 inh: 2; core dimer inh: 6; PP1 counter: 6; PP5 primary: 0.5; AHR act: 0; TPT1 inh: 1

How did COCCNc1nc2nonc2nc1N(C)Cc1ccc(C)cc1 do in these assays?
Fh CTSL1 inh: 3; procasp7 counter: 9; procasp3 activ: 1; PAFAH2 inh: 4; core dimer inh: 0; PP1 counter: 7; PP5 primary: -0.4; AHR act: -1; TPT1 inh: -1

What do the screens show for `COc1ccc(C2=C(Nc3ccc(C)cc3)c3ccccc3C2=O)cc1`?
Fh CTSL1 inh: 1; procasp7 counter: -7; procasp3 activ: 5; PAFAH2 inh: -4; core dimer inh: -10; PP1 counter: 0; PP5 primary: 0.6; AHR act: 36; TPT1 inh: -4

Results for O=S(=O)(c1ccc(F)cc1)N1CCN(c2nc(-c3ccc(F)cc3)cs2)CC1 ?
Fh CTSL1 inh: -1; procasp7 counter: -4; procasp3 activ: -2; PAFAH2 inh: -2; core dimer inh: -1; PP1 counter: -1; PP5 primary: -0.3; AHR act: -3; TPT1 inh: 0

Results for O=C(CCN1C(=O)/C(=C/c2cccs2)SC1=S)N1CCCCC1 ?
Fh CTSL1 inh: 0; procasp7 counter: -1; procasp3 activ: -10; PAFAH2 inh: 2; core dimer inh: 7; PP1 counter: -4; PP5 primary: 2.4; AHR act: 0; TPT1 inh: 33*

What do the screens show for `O=C(CSc1nnc(SCc2ccc(Cl)cc2)s1)N/N=C/c1c[nH]c2ccccc12`?
Fh CTSL1 inh: 3; procasp7 counter: -4; procasp3 activ: -3; PAFAH2 inh: 24; core dimer inh: 2; PP1 counter: 25*; PP5 primary: 2.1; AHR act: 26; TPT1 inh: -1

What do the screens show for `Cn1ccnc1SCc1cc(=O)[nH]c2ccccc12`?
Fh CTSL1 inh: -5; procasp7 counter: 2; procasp3 activ: 4; PAFAH2 inh: 17; core dimer inh: -3; PP1 counter: -9; PP5 primary: 1.8; AHR act: 14; TPT1 inh: 2

What do the screens show for `CCN(CC)c1ccc(NC(=O)c2cnc3ccccn3c2=O)c(C)c1`?
Fh CTSL1 inh: -5; procasp7 counter: 3; procasp3 activ: 0; PAFAH2 inh: 5; core dimer inh: -4; PP1 counter: -1; PP5 primary: 1.8; AHR act: -15; TPT1 inh: -2

How did O=C1CCN(CCCc2ccccc2)CCN1[C@H](CO)Cc1ccccc1 do in these assays?
Fh CTSL1 inh: -1; procasp7 counter: -3; procasp3 activ: -4; PAFAH2 inh: -2; core dimer inh: -2; PP1 counter: -6; PP5 primary: 2.9; AHR act: 0; TPT1 inh: -2

What do the screens show for `CCCCC[n+]1ccn(-c2nc3ccccc3nc2[N-]S(=O)(=O)c2ccc(C)cc2)c1`?
Fh CTSL1 inh: 0; procasp7 counter: -2; procasp3 activ: 1; PAFAH2 inh: 8; core dimer inh: 7; PP1 counter: 0; PP5 primary: 1.5; AHR act: 8; TPT1 inh: -10

How did C/C=C(\C)CN1CCC(Oc2cc(C(=O)NC3CC3)ccc2OC)CC1 do in these assays?
Fh CTSL1 inh: -1; procasp7 counter: 4; procasp3 activ: 2; PAFAH2 inh: -4; core dimer inh: -2; PP1 counter: -4; PP5 primary: 0.2; AHR act: -1; TPT1 inh: -2

Results for CCOC(=O)C(=CNc1nc2ccc(C(=O)OCC)cc2s1)C(=O)OCC ?
Fh CTSL1 inh: -3; procasp7 counter: 5; procasp3 activ: -1; core dimer inh: 0; PP1 counter: -4; PP5 primary: 0.0; AHR act: 0; TPT1 inh: -7

What do the screens show for `CSc1ncccc1C(=O)N1CCN(C(=O)c2ccccc2)CC1`?
Fh CTSL1 inh: 5; procasp7 counter: 15; procasp3 activ: -2; PAFAH2 inh: -4; core dimer inh: 6; PP1 counter: -2; PP5 primary: -1.3; AHR act: 0; TPT1 inh: 0

Results for O=C(COC(=O)CCN1C(=O)/C(=C\C=C\c2ccccc2)SC1=S)Nc1cc(F)ccc1F ?
Fh CTSL1 inh: -6; procasp7 counter: -10; procasp3 activ: -2; PAFAH2 inh: 14; core dimer inh: 60*; PP1 counter: 5; PP5 primary: 5.0; AHR act: -4; TPT1 inh: 28*

How did CCOc1cc(-c2ccc(N)c(OCC)c2)ccc1N do in these assays?
Fh CTSL1 inh: -3; procasp7 counter: -19; procasp3 activ: -1; PAFAH2 inh: -7; core dimer inh: -17; PP1 counter: 0; PP5 primary: 1.8; AHR act: 50*; TPT1 inh: -92

Results for Cc1ccc(C2(C)NC(=O)N(CC(=O)Nc3cc(S(=O)(=O)N(C)C)ccc3C)C2=O)cc1 (stereo not drawn) ?
Fh CTSL1 inh: -1; procasp7 counter: 3; procasp3 activ: -11; PAFAH2 inh: -4; core dimer inh: -3; PP1 counter: -1; PP5 primary: 0.0; AHR act: 5; TPT1 inh: 2

How did COc1nc(OC)nc(N2CCC(C(=O)NCc3cccs3)CC2)n1 do in these assays?
Fh CTSL1 inh: -4; procasp7 counter: 10; procasp3 activ: -3; PAFAH2 inh: 0; core dimer inh: -3; PP1 counter: -5; PP5 primary: -2.1; AHR act: 0; TPT1 inh: 0

What do the screens show for `CCCNC(=O)COc1ccccc1[N+](=O)[O-]`?
Fh CTSL1 inh: -1; procasp7 counter: 13; procasp3 activ: -4; PAFAH2 inh: -1; core dimer inh: 4; PP1 counter: 2; PP5 primary: 1.0; AHR act: 4; TPT1 inh: -2

What do the screens show for `O=[N+]([O-])c1ccc2nc(CCCc3nc4ccc([N+](=O)[O-])cc4[nH]3)[nH]c2c1`?
Fh CTSL1 inh: 2; procasp7 counter: 3; procasp3 activ: 6; PAFAH2 inh: 8; core dimer inh: -1; PP1 counter: -1; PP5 primary: -0.1; AHR act: 2; TPT1 inh: -5

Results for Cc1ccc(CN2CC(C(=O)Nc3ccc(F)c([N+](=O)[O-])c3)CC2=O)cc1 (stereo not drawn) ?
Fh CTSL1 inh: 14; procasp7 counter: 0; procasp3 activ: 0; PAFAH2 inh: 0; core dimer inh: 3; PP1 counter: 2; PP5 primary: -2.7; AHR act: 2; TPT1 inh: 0

Results for CCC(CC)C(=O)NCc1ccc(Cl)cc1 ?
Fh CTSL1 inh: 5; procasp7 counter: 3; procasp3 activ: 9; PAFAH2 inh: -5; core dimer inh: -4; PP1 counter: 8; PP5 primary: -0.2; AHR act: 2; TPT1 inh: -2

What do the screens show for `O=C(c1cccc(COc2ccc(Cl)cc2Cl)c1)N1CCN(c2ccccn2)CC1`?
Fh CTSL1 inh: -3; procasp7 counter: -15; procasp3 activ: -3; PAFAH2 inh: -1; core dimer inh: 7; PP1 counter: 5; PP5 primary: 5.4; AHR act: 1; TPT1 inh: 0

Results for CCc1ccc2c(c1)c1nnc(NN)nc1n2C ?
Fh CTSL1 inh: 3; procasp7 counter: 4; procasp3 activ: -6; PAFAH2 inh: -3; core dimer inh: 12; PP1 counter: 1; PP5 primary: -0.3; AHR act: 19; TPT1 inh: 0

3 compounds out of the list, ordered by count of non-hydrogen atoms, smallest number first.
Results for CCc1ccc2c(c1)c1nnc(NN)nc1n2C ?
Fh CTSL1 inh: 3; procasp7 counter: 4; procasp3 activ: -6; PAFAH2 inh: -3; core dimer inh: 12; PP1 counter: 1; PP5 primary: -0.3; AHR act: 19; TPT1 inh: 0

What do the screens show for `CSc1ncccc1C(=O)N1CCN(C(=O)c2ccccc2)CC1`?
Fh CTSL1 inh: 5; procasp7 counter: 15; procasp3 activ: -2; PAFAH2 inh: -4; core dimer inh: 6; PP1 counter: -2; PP5 primary: -1.3; AHR act: 0; TPT1 inh: 0

How did C/C=C(\C)CN1CCC(Oc2cc(C(=O)NC3CC3)ccc2OC)CC1 do in these assays?
Fh CTSL1 inh: -1; procasp7 counter: 4; procasp3 activ: 2; PAFAH2 inh: -4; core dimer inh: -2; PP1 counter: -4; PP5 primary: 0.2; AHR act: -1; TPT1 inh: -2
